Compound activity as filed in PubChem BioAssay.
All columns: NCI-60 one-dose screen, growth in % after 48 h at 10 µM unless noted; 100 = growth as untreated, 0 = no growth, -100 = all killed.
HCT-116 = HCT-116 colon cancer. hit rate 7.3% among 82,000
HCT-15 = HCT-15 colon cancer | hit rate 5.2% among 82,000 | AID 1794746
NCI-H226 = NCI-H226 lung cancer | hit rate 3.5% among 79,000
NCI/ADR-RES = NCI/ADR-RES ovarian cells. hit rate 4.4% among 81,000
NCI-H23 = NCI-H23 lung cancer; hit rate 4% among 80,000; AID 1794731
NCI-H460 = NCI-H460 lung cancer; hit rate 6.8% among 82,000; AID 1794736
NCI-H522 = NCI-H522 lung cancer; hit rate 8% among 78,000
NCI-H322M = NCI-H322M lung cancer. hit rate 2.7% among 80,000. AID 1794733
COLO 205 = COLO 205 colon cancer; hit rate 7.3% among 79,000; AID 1794742
* hit, by the source's call; nt = not tested or not shown; & = joins results of further samples; [ ] = remark or other dose. Rule for the calls: active = growth percent below 10; inactive = the rest.

SMILES	HCT-116	HCT-15	NCI-H226	NCI/ADR-RES	NCI-H23	NCI-H460	NCI-H522	NCI-H322M	COLO 205
CCSc1nnc(NC(=O)Cc2ccc(Cl)cc2)s1	105	98	104	104	99	123	107	112	108
Clc1ccc(-c2nc(CSc3nc4ccccc4s3)no2)cc1	114	97	88	101	97	108	77	95	95
CN(C)C(=S)SCc1cccs1	103	103	110	107	97	111	107	110	119
CC(C)C(=O)Nc1nc2c(s1)CCc1ccn(S(=O)(=O)c3ccccc3)c1-2	87	93	90	89	80	104	67	84	109
CC(=O)c1cccc(NC(=O)c2c(-c3ccccc3)c(-c3ccccc3)n[nH]c2=O)c1	98	96	99	nt	105	104	92	108	110
CN(C)c1ccc(Cc2ccc(N(C)C)cc2Cl)c(Cl)c1	95	101	89	101	97	98	80	99	108
CN(c1ccccc1)S(=O)(=O)c1ccc(NC(=O)CC(=O)c2ccccc2)cc1	96	102	95	87	87	110	70	92	104
CC1CCC(=O)C1 (stereo unspecified)	94	102	93	107	104	109	nt	91	113
CC(C)(C)C(=O)/C=C/c1ccccc1Cl	99	103	98	114	109	103	84	107	111
Nc1[nH]c(=O)ncc1F	110	106	98	102	103	116	96	105	113
CN(CCn1ccnc1[N+](=O)[O-])c1ccc(C=O)cc1	107	102	105	106	111	104	95	104	124
c1cnc2nc3[nH]c4ccccc4c3nc2c1	102	107	85	111	100	108	103	116	100
O=C(CCN1C(=O)/C(=C/c2ccc(O)cc2)SC1=S)Nc1ccccc1	98	91	91	99	92	106	80	95	125
Cc1c(C(=O)Nc2nc3ccccc3[nH]2)cnn1-c1ccccn1	97	104	104	106	101	103	76	111	126
O=C(/C(=N/O)[n+]1ccccc1)c1ccccc1	106	106	99	106	104	103	97	101	115
O=C(Nc1ccc(NC(=O)c2cc(O)c(O)c(O)c2)cc1)c1cc(O)c(O)c(O)c1	93	107	96	98	100	107	68	94	102
OC[C@H]1O[C@@H](O[C@H]2[C@H](O)[C@@H](O)[C@@H](O)O[C@@H]2CO)[C@H](O)[C@@H](O)[C@H]1O	107	112	107	108	nt	114	103	132	110
c1ccc(N=C2c3ccccc3-c3ccccc32)cc1	93	100	90	90	88	103	91	86	nt
Cc1[nH]n(C(N)=S)c(=O)c1N=Nc1ccc(F)c(Cl)c1	96	104	87	117	102	114	95	110	nt
NC(=O)c1[nH]c2cccnc2c1Sc1cccc(Cl)c1	90	97	90	97	99	102	91	104	116
N#Cc1ccccc1Cn1c2nc(=N)c3ccccc3c-2nc2ccccc21	47	41	61	71	52	22	60	66	3.6*
C#CCOc1ccc(/C=N/Nc2nc(-c3ccccc3)cs2)cc1	74	51	84	88	92	91	53	88	100
Cc1cc(C)cc(CCCCCCCCCCCCCCCCCC(=O)O)c1	100	102	111	nt	104	113	92	110	113
CC(C)(Sc1cc(C(C)(C)C)c(O)c(C(C)(C)C)c1)Sc1cc(C(C)(C)C)c(OC(=O)CCCC(=O)O)c(C(C)(C)C)c1	27	28	66	79	40	37	46	60	64
C[C@H](NC(=O)[C@@H](C)N)[C@H](Oc1ccc2c(cnn2-c2ccc(F)cc2)c1)c1ccc2c(c1)OCCO2	39	34	84	58	84	0.9*	25	76	-3.2*
(more compounds)
SMILES	HCT-116	HCT-15	NCI-H226	NCI/ADR-RES	NCI-H23	NCI-H460	NCI-H522	NCI-H322M	COLO 205
Nc1nc2ccc([N+](=O)[O-])cc2[nH]1	111	108	102	101	97	104	98	116	126
CCCCCSB(SCCCCC)c1ccccc1	106	97	102	98	100	112	88	103	106
CC(C)c1ccc(-c2cnc3nonc3n2)cc1	10	19	78	20	56	71	20	66	38
CSc1nc2n(c(=O)c1C#N)-c1ccccc1Sc1ccccc1-2	92	103	89	100	97	113	74	109	106
CCCCCCC/C=C\CCCCCCCCc1nc(-c2cc(OC)c(OC)c(OC)c2)no1	103	98	94	101	91	102	89	109	100
O=[N+]([O-])c1cccc(/C=C/c2nc[nH]c2[N+](=O)[O-])c1	102	93	87	95	97	105	101	92	109
OC(Cc1ccnc2ccccc12)C(Cl)(Cl)Cl (stereo unspecified)	90	90	83	97	75	91	nt	139	96
CCN(CC)c1ccc2nc3ccc(N=Nc4ccc(O)cc4)cc3[n+](-c3ccccc3)c2c1	8.5*	66	98	101	64	nt	37	96	-6.4*
N#CC(c1c(Cl)cccc1N1CCCCC1)N1CCCCC1 (stereo unspecified)	109	109	108	102	101	106	nt	96	114
Nc1nnc(-c2c[nH]c3ccc(F)cc23)c(-c2c[nH]c3ncc(Br)cc23)n1	41	74	57	93	80	44	63	70	91
c1ccc(C2c3ccccc3C(c3ccccc3)(c3ccccc3)c3ccccc32)cc1	93	110	102	108	102	103	88	98	103
O=C(O)Cn1c(O)c(C=C2N=c3ccccc3=N2)sc1=S	94	105	85	104	92	102	94	101	107
C#CCOc1c(OC)cc(C(=O)/C(C)=C/c2cccc(N=[N+]=[N-])c2)cc1OC	6.9*	19	69	14	36	17	-49*	nt	-32*
Clc1ccc2c(NC3CCC(NC4CCCCC4)CC3)ccnc2c1 (stereo unspecified)	36	30	80	68	68	78	62	109	-72*
O=S(c1ccccc1)c1ccc2nnnn2n1 (stereo unspecified)	61	80	103	106	100	103	-18*	99	98
COc1cccc2cc(-c3cc4ccccc4[nH]3)c(=Nc3ccc(Cl)cc3)oc12	93	88	87	97	95	99	86	88	101
CCCC(=O)NC(c1cccnc1)c1cc(C)c2cccnc2c1O (stereo unspecified)	8.7*	24	53	24	nt	19	22	32	13
O=C(Oc1ccc(=O)[nH]n1)c1ccccc1	114	101	108	102	94	106	92	107	112
O=C1CC(c2ccc3c(c2)OCO3)c2snc(C(=O)O)c2N1 (stereo unspecified)	109	115	97	99	99	106	93	100	115
O=S1(=O)CCN(Cc2ccncc2)CC1	100	100	nt	103	102	108	85	123	115
Cc1nc2cc(Nc3nc(NCCO)nc(Nc4ccc(F)cc4)n3)ccc2n1Cc1ccccc1	77	100	92	98	nt	83	86	99	95
COc1ccc(-c2cc(-c3cc(OC)ccc3O)[nH]c(=O)c2C#N)cc1	34	60	74	53	59	42	15	94	nt
O=C(O)c1cc2c(s1)C(=O)c1sccc1C2=O	-28*	-59*	103	15	-42*	104	-63*	86	104
CC(=O)c1c(C)[nH]c2c1c(-c1cccnc1)nc1ccccc12	82	89	91	97	94	98	78	92	98
CCCn1cnc2c(SCc3ccccc3F)nc(N)nc21	112	81	103	106	113	103	nt	102	108
Remaining list, next part.
SMILES	HCT-116	HCT-15	NCI-H226	NCI/ADR-RES	NCI-H23	NCI-H460	NCI-H522	NCI-H322M	COLO 205
Cc1ccc(S(=O)(=O)N2CCC(=O)CC2)cc1	100	101	nt	102	101	109	91	106	nt
CC1Cc2c(ncn3c(-c4cccnc4)nnc23)N(C)c2ccccc21 (stereo unspecified)	103	98	92	87	97	97	83	93	93
CC[C@]1(O)C(=O)OCc2c1cc1n(c2=O)Cc2cc3c(N)cccc3nc2-1	93	107	103	108	107	105	82	99	nt
N=c1c2c(N)[nH]nc2nc2n1-c1ccccc1Sc1ccccc1-2	101	99	111	99	85	106	96	111	108
C=COCCC(C(=O)OCC)C(=O)OCC	98	101	102	105	109	108	84	94	105
COc1ccc(CN2CCc3c(nc(N)[nH]c3=O)C2)c(OC)c1	100[100 µM]	106[100 µM]	91[100 µM]	116[100 µM]	111[100 µM]	104[100 µM]	96[100 µM]	104[100 µM]	122[100 µM]
O=C(O)c1ccc(=O)oc1	105	109	108	114	104	117	102	122	115
C=CC[n+]1cccc(C(N)=O)c1	102	104	100	109	106	109	106	90	104
COc1ccc(/C=C/c2c(C(=O)/C=C/c3ccc(F)cc3)c(C)nc3ccccc23)cc1	3.2*	11	67	33	48	16	44	83	80
CC1(C)CC(=O)C2=C(C1)N(CCc1ccc(S(N)(=O)=O)cc1)C1=C(C(=O)CC(C)(C)C1)C2c1ccccc1	113	99	118	102	nt	119	88	100	119
NS(=O)(=O)c1cccc(N2C(=O)c3ccc(C(=O)O)cc3C2=O)c1	101	98	104	107	104	106	93	94	105
O=[N+]([O-])c1ccc(-c2nc(N3CCOCC3)c3c4c(sc3n2)CCCC4)cc1	68	98	85	102	89	107	79	96	91
Oc1ccc(N=Nc2ccc(Br)cc2)c(O)c1	18	21	84	-55*	20	8.1*	-32*	67	129
Cc1cc(C)c2nc(NC(=O)C(Cl)(Cl)Cl)sc2c1	100	104	103	111	nt	105	93	107	110
O=c1c([N+](=O)[O-])cn(Cc2ccccc2)c(=O)n1Cc1ccccc1	89	91	110	99	98	110	nt	102	nt
COC(=O)[C@]1(C)CCC[C@]2(C)[C@H]3C[C@H]4[C@H]5[C@@H]6C/C(=C\c7ccco7)C(=O)[C@H]5[C@@]3(CC[C@H]21)C[C@@]4(C(C)C)O6	84	66	76	88	93	100	80	99	108
CCN(CC)C(=O)C=C(C)C	110	100	102	115	96	113	94	121	115
NC(N)=N/N=C/Cc1ccccc1	97	111	100	nt	101	98	119	83	104
CCOC(=O)c1c(C)nc2c(c1N)C(=O)C(=O)N2c1ccccc1	98	90	89	92	88	99	73	93	110
CC1=C(C)C(=O)C(N2CCN(c3cccc(C)c3)CC2)=CC1=O	95	99	90	91	82	101	85	110	105
CC(=O)OC1CCC2(C)C(CCC3C2C/C(=N\O)C2(C)C(C(C)OC(C)=O)CCC32)C1 (stereo unspecified)	89	93	89	96	101	103	nt	112	117
Cc1ccc(Nc2cc(=O)[nH]c(N)n2)cc1	94	107	99	103	96	107	80	88	116
CC(CCl)Cn1snc(Cl)c1=O (stereo unspecified)	106	107	100	108	102	111	95	105	113
O=c1oc2ccccc2cc1-c1cnc2ccccc2n1	94	105	98	94	88	105	nt	96	111
CCOC(=O)C(C)(C)O	109	107	94	103	97	112	104	110	107

Sorted by formula weight (descending): some entries from above
SMILES	HCT-116	HCT-15	NCI-H226	NCI/ADR-RES	NCI-H23	NCI-H460	NCI-H522	NCI-H322M	COLO 205
COC(=O)[C@]1(C)CCC[C@]2(C)[C@H]3C[C@H]4[C@H]5[C@@H]6C/C(=C\c7ccco7)C(=O)[C@H]5[C@@]3(CC[C@H]21)C[C@@]4(C(C)C)O6	84	66	76	88	93	100	80	99	108
COc1ccc(/C=C/c2c(C(=O)/C=C/c3ccc(F)cc3)c(C)nc3ccccc23)cc1	3.2*	11	67	33	48	16	44	83	80
CC1Cc2c(ncn3c(-c4cccnc4)nnc23)N(C)c2ccccc21 (stereo unspecified)	103	98	92	87	97	97	83	93	93
N=c1c2c(N)[nH]nc2nc2n1-c1ccccc1Sc1ccccc1-2	101	99	111	99	85	106	96	111	108
CCOC(=O)c1c(C)nc2c(c1N)C(=O)C(=O)N2c1ccccc1	98	90	89	92	88	99	73	93	110
O=c1oc2ccccc2cc1-c1cnc2ccccc2n1	94	105	98	94	88	105	nt	96	111
Cc1ccc(S(=O)(=O)N2CCC(=O)CC2)cc1	100	101	nt	102	101	109	91	106	nt
C=COCCC(C(=O)OCC)C(=O)OCC	98	101	102	105	109	108	84	94	105
CC(CCl)Cn1snc(Cl)c1=O (stereo unspecified)	106	107	100	108	102	111	95	105	113
NC(N)=N/N=C/Cc1ccccc1	97	111	100	nt	101	98	119	83	104
CCOC(=O)C(C)(C)O	109	107	94	103	97	112	104	110	107

(continued)
SMILES	HCT-116	HCT-15	NCI-H226	NCI/ADR-RES	NCI-H23	NCI-H460	NCI-H522	NCI-H322M	COLO 205
CCN(CC)CCCC(C)Nc1c(C)cnc2cc(Cl)ccc12 (stereo unspecified)	73	88	91	96	89	97	110	91	70
Oc1ccc(CN2CCC(N3CCOCC3)CC2)c2cccnc12	9.7*	18	65	48	15	11	-15*	57	104
CCOC(=O)c1cc2c(n1Cc1ccc(C)cc1)-c1oncc1CC2	101	102	102	98	100	105	91	113	110
CCOC(=O)CCCn1c(-c2c(O)c(O)cc3c(O)c(-c4c(C)cc5c(-c6nc7ccccc7n6CCCC(=O)OCC)c(O)c(O)cc5c4O)c(C)cc23)nc2ccccc21	101	107	106	108	104	101	87	98	nt
Cc1ccc(C2=Nc3c(N)nc(N)nc3NC(c3cccc(Nc4ccnc5cc(C(F)(F)F)ccc45)c3)C2)cc1 (stereo unspecified)	1.9*	15	81	30	39	12	12	55	7.1*
Cc1ccc(-c2ccc(/C=C(\C#N)c3nc(-c4ccco4)cs3)o2)cc1	98	69	93	103	95	99	96	90	99
O=C(Nc1ccccc1)C1CN(Cc2ccccc2F)CCS1 (stereo unspecified)	90	92	97	100	93	104	89	86	103
COC(=O)Cc1cc(COC(C)=O)ccc1C	104	106	107	107	104	109	99	110	120
c1ccc(SSc2ccccc2)cc1	94&92	94&110	95&98	96&109	96&103	94&106	97&92	106&104	101&111
NS(=O)(=O)c1ccc(-n2cc(-c3cccc(NC(=O)c4cc(C(F)(F)F)cc(C(F)(F)F)c4)c3)nn2)cc1	47	86	27	82	41	71	75	66	92
CCOC(=O)C1C(=O)C=C(c2ccc(OC)cc2)CC1c1sc(N(C)Cc2ccccc2)nc1Cl (stereo unspecified)	72	93	83	88	78	83	69	76	108
CCCNC1(C#N)CCN(Cc2ccccc2)CC1	61	108	96	105	92	104	89	90	114
CCN(CC)CCNC(=O)n1cc(-c2ccncc2)c(-c2cc(O)cc(Cl)c2)n1	80	86	40	101	83	95	93	119	38
O=C(O)c1ccc(N2C(=O)/C(=C3\SC(=S)N(c4ccc(C(=O)O)cc4)C3=O)SC2=S)cc1	100	103	96	99	98	106	101	101	102
Cc1cc(Cl)ccc1NC(=O)/C(Cl)=C1/Sc2ccccc2NC1=O	77	88	90	88	88	99	104	102	nt
O[C@@H]1CCO[C@H](c2ccc3ccccc3c2)C1	97	86	97	106	95	107	88	104	106
Fc1ccc(C(F)(F)F)cc1	104	105	109	113	116	110	104	124	134
COc1ccc2c(c1)Oc1nc(N)c(C#N)c(N)c1C2Sc1ccc(SC)cc1 (stereo unspecified)	10	-11*	76	63	44	58	-82*	77	-3.1*
CCOP(=O)(OCC)/C(C#N)=C\c1ccc(OC(C)=O)cc1	98	112	108	101	98	111	83	100	nt
